# Screening data deposited in PubChem BioAssay by National Center for Advancing Translational Sciences (NCATS).
# BLM helicase inh: Bloom syndrome helicase (human) inhibition. P54132. recombinant BLM DNA unwinding, fluorescence dequenching. Potency, µM (series often up to 56.1 µM), for inactives: at the top dose activity change, negative = inhibition, actives largely listed as inhibitors. 350,000 compounds, 0.2% hits. AID 2528;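 note: potency is the fitted concentration of half-maximal effect; plate controls were vehicle for no effect and no enzyme for full effect; nearly all actives have a fitted effect of over 35% in size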
# ERG Ets-DNA blk: ERG Ets/DNA interaction inhibition | 370,000 compounds, 0.028% hits | fluorescence polarization, His-ERG Ets domain / labelled DNA | Potency, µM (titrated, usually from 76.9 µM), for inactives: at the top dose FP activity, negative = inhibition, usual class: inhibitors; active = well fitted inhibition curve with a large enough effect in the polarisation, with a control signal flat; inconclusive = small, poorly fitted or top-dose-only effect, or effect the other way, or a change in a side signal; inactive = no such curve, though single readings can be large or run the other way; the % refers to the polarisation;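 note: polarization taken with two DNA probes labelled with fluorescein and Texas red; potency is the fitted concentration of half-maximal effect; % of control where 0% means no effect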
#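 His-tagged ERG Ets domain (1 uM in the protein solution; 300mM KCl, 50mM Tris-HCl, 1mM EDTA, 1mM DTT, pH 7.5) received compound, then a probe mix of 5 nM fluorescein-DNA and 100nM Texas-615-DNA. Fluorescence polarization was read for both dyes.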
# 12-LOX inh: ALOX12 (human) lipoxygenase inhibition; P18054; purified 12hLO, xylenol orange hydroperoxide absorbance; AID 1671190; Potency, µM (titrated, usually from 108 µM), without a hit: at the top dose activity change, negative = inhibition, actives largely listed as inhibitors; 580,000 compounds, 1.1% hits; note: potency is the fitted concentration of half-maximal effect; % is set by controls: 0 for no effect and ±100 for the full control effect
# Target sequence (P18054 whole entry, looked up): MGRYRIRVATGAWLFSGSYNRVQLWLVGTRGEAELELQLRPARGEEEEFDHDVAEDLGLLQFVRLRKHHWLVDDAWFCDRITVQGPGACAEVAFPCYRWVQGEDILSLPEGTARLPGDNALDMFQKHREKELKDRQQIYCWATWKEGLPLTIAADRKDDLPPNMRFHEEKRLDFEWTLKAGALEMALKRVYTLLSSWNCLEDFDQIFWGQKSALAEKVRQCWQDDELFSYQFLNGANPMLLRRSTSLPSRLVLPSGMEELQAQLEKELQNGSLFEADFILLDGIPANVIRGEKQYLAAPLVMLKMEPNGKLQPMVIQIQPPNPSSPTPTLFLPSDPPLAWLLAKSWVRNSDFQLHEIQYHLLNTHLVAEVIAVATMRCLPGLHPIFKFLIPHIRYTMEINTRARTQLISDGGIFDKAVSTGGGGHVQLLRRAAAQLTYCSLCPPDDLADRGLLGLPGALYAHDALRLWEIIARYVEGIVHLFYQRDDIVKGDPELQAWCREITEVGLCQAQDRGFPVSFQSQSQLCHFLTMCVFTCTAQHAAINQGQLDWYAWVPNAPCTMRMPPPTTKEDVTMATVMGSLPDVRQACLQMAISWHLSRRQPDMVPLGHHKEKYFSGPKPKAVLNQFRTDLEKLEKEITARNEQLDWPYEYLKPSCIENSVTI
#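 Purified human 12hLO (150 nM final) in 25 mM Hepes, 0.01% Triton X-100, pH 7.0 was preincubated 15 min at room temperature with compound. Then 40 uM arachidonic acid was added, 30 min. Hydroperoxide was read by Fe-XO absorbance ratio 573/405 nm.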
# TRHR ag: TRH receptor (human) agonism; P34981; TRHR cells, calcium flux fluo-8, FDSS agonist mode; activation, % at 2 µM; 360,000 compounds, 0.18% hits; in the data active = activation above about 30%; note: 0% is about no effect
#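 Read-out: compound-evoked intracellular calcium rise in TRHR cells, fluo-8 dye, kinetic FDSS fluorescence at 1 s/cycle following a 10-cycle baseline. Cells cultured overnight before dye loading (30 min–1.5 h, RT).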
# Pol beta inh: blocks human DNA polymerase beta activity | P06746 | Pol beta primer extension/strand displacement, fluorescence kinetic | Potency, µM (highest dose often 114 µM), for inactives: at the highest dose activity change, negative = inhibition, usual class: inhibitors | 340,000 compounds, 1.3% hits; note: potency is the fitted concentration of half-maximal effect; % is set by controls: 0 for no effect and ±100 for the full control effect
#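 Values derive from four-parameter Hill fits of normalized kinetic data: reads at 0 and 10 min following addition of 50 nM substrate to 10 nM Pol beta preincubated 15 min with compound.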
# Apoferritin bind: binds horse apoferritin like a general anesthetic | Potency, µM (highest dose often 77.5 µM), without a hit: at the highest dose activity change, negative = displacement, most hits filed as inhibitors | apoferritin/1-aminoanthracene competitive binding, fluorescence | 350,000 compounds, 0.074% hits; note: potency is the fitted concentration of half-maximal effect; % is set by controls: 0 for no effect and ±100 for the full control effect; nearly all actives have a fitted effect of over 20% in size
# Target sequence (P02791 2-175 limits assumed): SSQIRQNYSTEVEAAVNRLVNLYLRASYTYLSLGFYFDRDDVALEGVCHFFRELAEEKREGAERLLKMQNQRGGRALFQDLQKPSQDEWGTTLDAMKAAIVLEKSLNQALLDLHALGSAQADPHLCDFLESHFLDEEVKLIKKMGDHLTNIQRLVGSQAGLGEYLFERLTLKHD
#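 Horse-spleen apoferritin (10 uM) in 50% saturated 1-aminoanthracene in PBS was incubated 10 min at room temperature with compound. Fluorescence (ex 380, em 535 nm) was normalized to free and bound 1-AMA, with concentration-response fitted by a four-parameter Hill equation.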
# APEX1 inh: blocks human APE1 abasic DNA cleavage; AID 2517; Potency, µM (highest dose often 65.8 µM), without a hit: top-dose activity change, negative = inhibition, usual class: inhibitors; recombinant APE1, TAMRA/BHQ-2 abasic DNA cleavage fluorescence; 350,000 compounds, 0.35% hits; P27695;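 note: potency is the fitted concentration of half-maximal effect; plate controls were vehicle for no effect and reference inhibitor for full effect; nearly all actives have a fitted effect of over 55% in size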
#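 Compound pre-exposure to 0.75 nM APE1, 15 min at ambient temperature. Reaction initiated with 50 nM TAMRA/BHQ-2 THF substrate, read immediately in kinetic mode, 525 nm excitation, 598 nm emission.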
# Pol iota inh: blocks human DNA polymerase iota activity | 390,000 compounds, 1% hits | Pol iota fluorescent replication assay, 10 min | AID 588590 | Potency, µM (highest dose often 115 µM), for inactives: at the highest dose activity, negative = inhibition, hits mostly inhibitors | Q9UNA4; note: potency is the fitted concentration of half-maximal effect
#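 Pol iota at 10 nM preincubated 15 min with compounds at room temperature; reaction started with fluorescent substrate, 50 nM final. Fluorescence read kinetically at 0 and 10 min; buffer-only wells as negative control.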
# Pol kappa inh: inhibitors of human DNA polymerase kappa. Q9UBT6. purified Pol kappa, fluorescent DNA synthesis assay, 10 min. Potency, µM (top dose mostly 107 µM), for inactives: at the top dose activity, negative = inhibition, most hits filed as inhibitors. 400,000 compounds, 0.53% hits. AID 588579; note: potency is the fitted concentration of half-maximal effect; % is set by controls: 0 for no effect and ±100 for the full control effect
#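 Pol kappa 10 nM + cpd, 15 min RT; start w/ substrate 50 nM final; fluorescence kinetic read, 0 and 10 min. Neg ctrl: buffer, no enzyme.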
# Active calls of the source: *; ? = inconclusive; . = no result given; & = joins results of further samples; [ ] = remark or other dose. Unless noted, calls come from the whole dose curve; as a rule, active = well fitted curve in the direction sought with a large enough effect; inconclusive = small, poorly fitted or top-dose-only effect, or another doubt; inactive = no such curve, though single readings can be large; an effect the other way counts as inactive or inconclusive. A portion of the library, so the mix of outcomes need not match the whole.
Structure	BLM helicase inh	ERG Ets-DNA blk	12-LOX inh	TRHR ag	Pol beta inh	Apoferritin bind	APEX1 inh	Pol iota inh	Pol kappa inh
O=C(NNC(=O)c1ccncc1)Nc1ccc(Br)cc1	.	-8%	1%	.	.	.	.	-8%	-9%
COc1ccc(N2CC(O)=C(c3nc4ccccc4s3)C2=N)cc1	-2%	-3%	38%	-0.1	1%	-3%	-6%	-1%	9%
Cc1c(Cl)cccc1NC(=O)C1CCCN(c2nnc(-n3c(C)ccc3C)s2)C1 (centres undefined)	0%	0%	1%	-1.4	25%	-12%	.	-27%	4%
COc1ccc(N2C(=O)CC(N3CCN(c4ccccc4OC)CC3)C2=O)cc1 (centres undefined)	-9%	-2%	-19%	0.1	-11%	-11%	18%	-15%	23%
Cc1ccc(CCNC(=O)c2cnc3c(C)cccn3c2=O)cc1	2%	-4%	-8%	0.6	1%	-1%	.	14%	-6%[60.1 µM]
CC(C)C(=O)NC(c1ccco1)c1c(O)ccc2ccccc12 (centres undefined)	2%	2%	?	-0.5	2%	-16%	-6%	20%	-3%
O=C(NC(=O)c1c(F)cccc1F)Nc1ccccc1SC(F)F	-1%	0%	0%	0.9	2%	-12%	-2%	35%[activator]	-6%
CC(C)Oc1ccc(C(=O)NC2CCN(Cc3ccccc3)CC2)cc1	-3%	8%	39%[activator]	-0.2	10%	-12%	14%	19%	1%
CNC(=O)COc1ncnc2sccc12	-2%	-7%	-12%	1.7	0%	-4%	-1%	19%	-6%
O=C(NCCC1=CCCCC1)C1CCN(S(=O)(=O)c2cnc[nH]2)CC1	0%	6%	?	0.8	0%	6%	2%	4%	-6%
CCc1nnc(NC(=O)C2CCN(c3nc(C)cc(C)n3)CC2)s1	2%	-7%	5%	-0.3	-2%	-13%	6%	9%	-9%
O=C(NC1CC1)c1c[nH]c2ccc(S(=O)(=O)Nc3cccc(C(F)(F)F)c3)cc2c1=O	-2%	3%	7%	0.9	?	?	?	-9%	-3%
Cc1cccc(-n2nc(C)c(C(=O)N3CCN(c4ccccc4)CC3)c2-n2cccc2)c1	-7%	-3%	-18%	-0.5	8%	-18%	.	3%	11%
c1cnn(-c2nc(N3CCOCC3)nc(N3CCOCC3)n2)c1	-4%	-14%	0%	1.0	21%	-3%	22%	18%	-11%
COc1ccc(/C=N/NC(=O)C(=O)Nc2ccccn2)cc1OC	4%	11%	11%	0.0	23%	-6%	-1%	13%	-2%
O=C(NCCCO)/C(=C/c1ccco1)NC(=O)c1ccc(Br)o1	-7%	-1%	-3%	0.6	2%	-4%	25%	29%	3%
O=C(CNC(=O)C1CCCCC1)Nc1cc(Cl)cc(Cl)c1	-1%	-7%	?	1.1	2%	-5%	-3%	0%	-11%
Cc1ccc(-c2ccc(SCC(=O)NCC3CCCO3)nn2)cc1 (centres undefined)	0%	-15%	5%	-1.0	-1%	-5%	8%	16%	-8%
Nc1c([N+](=O)[O-])cnnc1-c1ccccc1	5%	-8%	-21%	0.0	4%	2%	3%	-12%	-11%
COC(=O)c1cc(NC(=O)CN(C)C2CCS(=O)(=O)C2)cc(C(=O)OC)c1 (centres undefined)	.	-6%	?	.	.	.	-8%	?	-15%
c1ccc(OCc2nc3c4c(ncn3n2)-c2ccccc2CC42CCCC2)cc1	-7%	-3%	-9%	-0.3	24%	-11%	2%	38%[activator]	-2%
COc1cc2c(cc1C=O)OC(C)C2 (centres undefined)	-3%	6%	1%	-0.1	25%	66%[activator]	-2%	8%	-7%
CON/C=C(\C=Nc1ccc(F)cc1)c1ncc(C(F)(F)F)cc1Cl	-6%	-3%	0%	0.5	-1%	-5%	10%	10%	-13%
COc1ccnc2c1c(=O)n(Cc1c(F)cccc1Cl)c(=O)n2C	2%	0%	22%	0.0	1%	-3%	53%[activator]	2%	-11%
COc1ccc(OC)c(NC(=O)CN2C(=O)C(C)N(c3ccc(C)cc3)C2=O)c1 (centres undefined)	.	2%	35%[activator]	0.3	.	.	-10%	16%	11%
O=C(NCc1ccccn1)c1cnc2sccn2c1=O	0%	0%	-3%	0.5	26%	-11%	13%	20%	-6%
COc1ccc(Nc2nc(N3CCN(S(C)(=O)=O)CC3)nc3ccccc23)c(OC)c1	-2%	-4%	0%	-0.7	49%	365%[activator]	9%	16%	3%
Cc1ccc(C(=O)Nc2ncc3c(Cl)cccc3n2)cc1	-6%	0%	-13%	-0.3	0%	?	-4%	-4%	-14%
CCCCCCCCCCC(C)=O	-1%	.	8%	.	.	5%	-4%	.	10%[60.1 µM]
CCOC(=O)N1CCC(NC(=O)c2cnn(-c3ccc(F)cc3)c2-n2cccc2)CC1	-4%	1%	-26%	-1.3	80%	-1%	.	50%[activator]	0%

# Additional entries
Structure	BLM helicase inh	ERG Ets-DNA blk	12-LOX inh	TRHR ag	Pol beta inh	Apoferritin bind	APEX1 inh	Pol iota inh	Pol kappa inh
COc1ccc(/C=N/NC(=O)c2ccc3c(c2)OCCO3)cc1[N+](=O)[O-]	-8%	-3%	6%	0.3	0%	-11%	-1%	-21%	-13%
CC(NC(=O)c1ccc(NS(C)(=O)=O)cc1)c1ccccc1 (centres undefined)	0%	-3%	-1%	-1.0	-12%	-5%	4%	-5%	-3%
Cc1ccc(C(C(=O)NCc2ccco2)N(C(=O)CNC(=O)c2cccs2)c2c(C)cc(C)cc2C)cc1 (centres undefined)	-4%	2%	6%	0.2	-9%	3%	-3%	-22%	-7%
O=C(CSc1nnc(NC(=O)C2CCC2)s1)Nc1ccc(N2CCOCC2)cc1	-1%	-2%	-81%	0.3	14%	-14%	-8%	-2%	-11%
Cc1oc(CC(C)C)cc1C(=O)NCCCC(=O)O	-6%	-10%	-6%	0.5	24%	-7%	1%	-9%	5%
CN(C)CCOC(=O)Cc1ccc(Cl)cc1	3%	2%	-4%	0.4	2%	-7%	-4%	0%	-9%
CCC(C)(C)C1CCc2c(sc(NC(=O)c3ccccc3C(=O)O)c2C#N)C1 (centres undefined)	-16%	0%	-54%	0.2	-34%	-21%	-2%	26%	-33%
Nc1nnc(SCc2cc3c(cc2Cl)OCO3)s1	0%	-12%	0%	-1.0	6%	?	-8%	-3%	-8%
O=C(NCc1ccccc1)c1ccc(-c2ccccc2C(F)(F)F)o1	-10%[75.6 µM]	9%	?	-0.3	-16%	-12%[110 µM]	?	11%	-20%&-4%
CN(C)S(=O)(=O)Nc1ccc(-c2cn3ccsc3n2)cc1	-3%	1%	8%	0.0	40%[activator]	-2%	.	8%	-9%[60.1 µM]
Cc1ccc2[nH]c(=O)c(CN(CC3CCCO3)C(=O)c3ccco3)cc2c1 (centres undefined)	-1%	.	.	-0.5	1%	-4%	-4%	.	.
Cc1c(NC(=O)Nc2cc(F)c(F)cc2Cl)c(=O)n(-c2ccccc2)n1C	.	-6%	0%	.	.	.	.	?	-15%
Cn1cnnc1SCC(=O)NC(=O)NC1CCCC1	1%	3%	1%	-0.1	3%	-8%	1%	0%	0%
O=C(NCCCN1CCCC1=O)c1ccc2c(c1)ncn2C1CCCCC1	-2%	3%	19%[57.4 µM]	0.2	-14%	-4%	4%	-10%	-15%
O=C1c2oc3ccccc3c(=O)c2C(c2cccc(O)c2)N1Cc1ccc(F)cc1 (centres undefined)	-5%	-5%	?	0.1	18%	-16%	.	-14%	-3%
O=C(NNS(=O)(=O)c1ccc(F)c(Cl)c1)c1cccc(S(=O)(=O)N2CCOCC2)c1	-1%	-8%	-11%	0.7	28%	-5%	0%	10%	-6%
COc1ccc(C(=O)OCC(=O)NC(=O)NC2CCCC2)c(OC)c1	-1%	-16%	16%	0.4	11%	-16%	-2%	105%[activator]	-10%
CS(=O)(=O)N1CCn2c1nc1ccccc12	-3%	5%	0%	-0.5	-1%	-2%	0%	63%[activator]	1%
Cc1cccc(N2C(N)=C(C#N)C(C#N)(C#N)C2c2ccccc2)c1 (centres undefined)	2%	-16%	?	-0.3	6%	?	-9%	?	-9%
CCN(CC)c1ccc(/C=N/OC(C)C(=O)Nc2ccc(C)cc2)cc1 (centres undefined)	-14%	2%	-9%	-0.8	-10%	56%[activator]	-8%	-5%	-23%
COc1ccc(N(C(=O)/C=C/c2ccc(OC)c(OC)c2)C2=CC3CCC(C2)N3C)cc1 (centres undefined)	-11%	10%	1%	0.5	23%	-5%	-12%	79%[activator]	-1%
Cn1cc(C=C2C(=O)OC3(CCCCC3)OC2=O)c2ccccc21	-9%	7%	0%	12	-3%	-6%	0%	119%[activator]	-6%
CCC1Oc2ccccc2N(CC(=O)NCCCN2CCCC2)C1=O (centres undefined)	2%	-4%	0%	0.2	16%	-6%	26%	30%	4%
Cc1cc(C(=O)CSc2nnnn2-c2ccccc2)c(C)n1-c1ccc2c(c1)OCO2	-17%	.	-7%	0.9	1%	-2%	6%	-21%	-7%
CCOc1ccc(NC(=O)CSc2nnc(NC(=O)C3CC3)s2)cc1	-2%	-5%	-6%	-0.7	-9%	1%	43%[12.4 µM]	41%[activator]	-6%
CN1CCN(NC(=O)c2cccc(S(=O)(=O)N3CCCCCC3)c2)CC1	3%	5%	3%	0.4	12%	-2%	34%[activator]	29%	5%
COc1cc(OC)c(OC)cc1/C=N/n1c(C)nc2ccccc2c1=O	-2%	-7%	32%[activator]	-0.2	14%	-4%	17%	3%	-5%
